Screens from PubChem BioAssay.
HT1080-NT tox = kills 2HG-producing HT-1080-NT fibrosarcoma cells. HT-1080-NT fibrosarcoma viability, CellTiter-Glo ATP luminescence, 48 h. Potency, µM (doses to about 46.1 µM), for the others: at the highest dose activity, negative = less viability, usual class: cytotoxic. 360,000 compounds, 1.6% hits;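 further: NT is the 2HG producing partner of a matched IDH1 knockdown line; potency means the concentration at half of the fitted maximal effect; 0% = DMSO-treated cells and -100% = media-only wells without cells; nearly all actives have a fitted effect of over 55% in size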
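Compounds were tested in concentration-response format on HT-1080-NT cells for 48 hours at 37 degrees C. Cell viability came from CellTiter-Glo luminescence; curves were classified by r2, response magnitude and activity.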
ATXN2 expr inh = ATXN2 expression inhibition | HEK-293 ATXN2-luciferase reporter, luminescence, 24 h | Potency, µM (doses to about 57 µM), inactives show top-dose activity change, negative = inhibition, usual class: inhibitors | 360,000 compounds, 0.72% hits; further: potency means the concentration at half of the fitted maximal effect; on the % scale 0 is the no-effect control and ±100 the full control effect; nearly all actives have a fitted effect of over 55% in size
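qHTS (up to 57 uM final) was run with 24 h compound exposure of reporter cells at 37 °C. Each well was multiplexed: SteadyGlo luminescence measured ATXN2-luciferase expression after a fluorogenic Gly-Phe-AFC viability readout (25 uM final).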
KB-3-1 tox = KB-3-1 parental cell cytotoxicity; Potency, µM (highest dose often 46.1 µM), for inactives: top-dose activity change, negative = cytotoxic, most hits filed as cytotoxic; 400,000 compounds, 1.4% hits; KB-3-1 viability, CellTiter-Glo ATP luminescence, 72 h; AID 1347075; further: potency means the concentration at half of the fitted maximal effect; on the % scale 0 is the no-effect control and ±100 the full control effect; nearly all actives have a fitted effect of over 60% in size
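Cytotoxicity in the drug-sensitive parental line KB-3-1 was scored as loss of CellTiter-Glo luminescence following 72 h incubation with compound. Values come from curve fitting of normalized concentration-response data.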
HepG2 tox = kills HepG2 cells in TGF-b inhibitor counter-screen | HepG2 CAGA-GFP viability, ATP luminescence, 18 h | Potency, µM (highest dose often 46.1 µM), inactives show at the top dose activity change, negative = cytotoxicity, actives largely listed as cytotoxic | 410,000 compounds, 0.76% hits | AID 588856; further: potency means the concentration at half of the fitted maximal effect; some results filed as inactive show a strong effect at the top dose
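CellTiter-Glo luminescence gave cytotoxicity after 18 hours at 37 degrees C. The cells were HepG2 CAGA-GFP in 1% FBS DMEM, stimulated with 500 pg/mL TGF-beta after compound addition. %Activity was normalised to no-cell wells (complete cell-killing) and DMSO (no toxicity), and curves were fitted and classified.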
IL1B secr inh = blocks inflammasome-driven IL-1 beta release. activity change, % at 57.5 µM. THP-1 LPS/ATP IL-1B secretion, AlphaLISA, 16 h; stronger effect = lower value. 360,000 compounds, 4.7% hits; in the data active means activity change below about -50%; inconclusive means mostly about -30% to -49%; further: on the % scale 0 is the no-effect control and ±100 the full control effect
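Secreted IL-1B measured by AlphaLISA bead assay after 16 h compound exposure of THP-1 cells; compounds (final up to 57.5 uM) added 1 h before LPS (250 ng/mL) and ATP (1.25 mM) stimulation; lower signal means less secretion.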
MCF10A rerep = inducers of DNA re-replication in MCF 10A breast cells | MCF 10A DNA re-replication, Hoechst nuclear intensity, 48 h | Potency, µM (highest dose often 46.1 µM), without a hit: at the top dose activity, positive = re-replication, most hits filed as activators | 350,000 compounds, 2.9% hits | AID 624296; further: potency means the concentration at half of the fitted maximal effect; % of control where 0% means no effect; nearly all actives have a fitted effect of over 50% in size
S2 tox = cell viability loss in ATXN counter-screen | Potency, µM (highest dose often 56.7 µM), most hits filed as cytotoxic | S2 cells (HEK-293 line with an ATXN2-luciferase reporter) viability, CellTiter-Fluor protease fluorescence, 24 h | AID 651635 | 400,000 compounds, 0.49% hits; further: potency means the concentration at half of the fitted maximal effect; nearly all actives have a fitted effect of over 40% in size
HT1080 IDH1KD tx = kills HT-1080 cells with IDH1 knockdown. Potency, µM (titrated, usually from 46.1 µM), for inactives: at the highest dose activity, negative = toxicity, actives largely listed as cytotoxic. AID 686971. HT-1080 IDH1 knockdown viability, ATP luminescence, 48 h. 360,000 compounds, 2% hits;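 further: potency means the concentration at half of the fitted maximal effect; 0% = DMSO wells and -100% = cell-free medium wells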
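IDH1KD HT-1080 cells, 750/well, RPMI + 5% FBS; compound pinned after 2 h settling; 48 h, 37 °C; CellTiter-Glo luminescence; % activity normalised to DMSO and no-cell wells; curves fitted, classed by r2 and efficacy.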
SW480 rereplic = induces DNA re-replication in SW480 colon adenocarcinoma cells; SW480 DNA re-replication, Hoechst DNA content imaging, 48 h; Potency, µM (highest dose often 46.1 µM), for inactives: at the highest dose re-replication activation, hits mostly activators; 340,000 compounds, 1.8% hits; AID 624297; further: potency means the concentration at half of the fitted maximal effect; % of control where 0% means no effect; nearly all actives have a fitted effect of over 55% in size
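Cells (250 per well) received 23 nL compound or DMSO by pin tool and were kept 48 hr at 37 C, 5% CO2. Nuclei were then stained with Hoechst for 40 min and scanned for DNA content.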
* = called active by the depositor; i = inactive; ? = inconclusive; nt = no result given; & = joins results of further samples; [ ] = remark or other dose. Unless noted, the call rests on the fitted dose curve; in most records, active means well fitted curve in the direction sought with a large enough effect; inconclusive means small, poorly fitted or top-dose-only effect, or another doubt; inactive means no such curve, though single readings can be large; an effect the other way counts as inactive or inconclusive.

#	Molecule	HT1080-NT tox	ATXN2 expr inh	KB-3-1 tox	HepG2 tox	IL1B secr inh
1	C=C1C(=O)O[C@@H]2[C@H]1CC[C@H](C)[C@]1(O)CCC(=O)[C@@]21C	?	-18%	?	4%	-69*
2	CC(=O)C[C@H]1c2cc(C(F)(F)F)ccc2S(=O)(=O)N1c1ccc(N(C)C)cc1	-6%	7%	0%&1%	-4%&-1%	21
3	COc1ccccc1CNC(=O)C1CSC2(C)CCC(=O)N12 (configuration not stated)	14%	11%	3%	15%	7
4	Cc1ccc(/C=C2\CC(C)CC3=C2NC(=S)NC3c2ccc(C)cc2)cc1 (configuration not stated)	?	29%	3%	-7%	-29
5	O=C1c2ccccc2C(Nc2ccccc2)N1Cc1ccc2c(c1)OCO2 (configuration not stated)	-21%	-15%	-5%	3%	?
6	COc1ccc(CCCc2nnc(SCC(=O)Nc3ccc(C)cc3C)o2)cc1	nt	2%	-15%	-5%	nt
7	O=C(CSc1ccc(-c2ccccc2)nn1)c1ccccc1	-1%	53%[activator]	-4%	-3%	29
8	CN(C1=NS(=O)(=O)c2ccccc21)c1ccc(OC(=O)c2ccccc2F)cc1	4%	nt	4%	2%	-5
9	O=C(NCc1ccc(F)cc1)N1[C@H]2CC[C@@H]1C=C(c1ccc(F)cc1OCc1ccccc1)C2	-1%	1%	-1%	-9%	8
10	Cc1ccc(C(N)=Nc2ccccc2)cc1	2%	nt	-8%	8%	-10
11	COc1cc(/C=C/C(=O)Nc2cccc(S(=O)(=O)NC3=NCCCCC3)c2)ccc1OCC#N	?	-25%	8%	5%	-56*
12	Cc1ccccc1NC(=O)Oc1cccc(OC(=O)c2ccccc2)c1	1%	nt	-14%	4%	26

#	MCF10A rerep	S2 tox	HT1080 IDH1KD tx	SW480 rereplic
1	23µM*	?	?	?
2	17%	i	-2%	-12%
3	-1%	i	10%	-10%
4	?	i	-27%	16%
5	?	i	-28%	-12%
6	nt	i	nt	nt
7	12%	i	15%	11%
8	nt	i	3%	nt
9	nt	?	7%	nt
10	-5%	i	-2%	1%
11	13%	?	?	28%
12	7%	i	-2%	-1%

Three entries out of the list, sorted by number of heavy atoms, falling:
#	Molecule	HT1080-NT tox	ATXN2 expr inh	KB-3-1 tox	HepG2 tox	IL1B secr inh
6	COc1ccc(CCCc2nnc(SCC(=O)Nc3ccc(C)cc3C)o2)cc1	nt	2%	-15%	-5%	nt
2	CC(=O)C[C@H]1c2cc(C(F)(F)F)ccc2S(=O)(=O)N1c1ccc(N(C)C)cc1	-6%	7%	0%&1%	-4%&-1%	21
4	Cc1ccc(/C=C2\CC(C)CC3=C2NC(=S)NC3c2ccc(C)cc2)cc1 (configuration not stated)	?	29%	3%	-7%	-29

#	MCF10A rerep	S2 tox	HT1080 IDH1KD tx	SW480 rereplic
6	nt	i	nt	nt
2	17%	i	-2%	-12%
4	?	i	-27%	16%

Some of these compounds in order of their number in IL1B secr inh, lowest first:
cpd	Compound	IL1B secr inh
11	COc1cc(/C=C/C(=O)Nc2cccc(S(=O)(=O)NC3=NCCCCC3)c2)ccc1OCC#N	-56*
4	Cc1ccc(/C=C2\CC(C)CC3=C2NC(=S)NC3c2ccc(C)cc2)cc1 (configuration not stated)	-29
8	CN(C1=NS(=O)(=O)c2ccccc21)c1ccc(OC(=O)c2ccccc2F)cc1	-5
12	Cc1ccccc1NC(=O)Oc1cccc(OC(=O)c2ccccc2)c1	26

(cont.)
#	Molecule	HT1080-NT tox	ATXN2 expr inh	KB-3-1 tox	HepG2 tox	IL1B secr inh
13	O=C(C1CC1)N1CCN(c2nc3ccccc3s2)CC1	0%	7%	-18%	-17%	-10
14	O=C(CN1CCN(C(=O)C2CCC2)CC1)Nc1ccc(F)cc1	-2%[9.24 µM]	5%	-16%	-10%	-5
15	COc1cccc(NC(=O)CN2CCCN(S(=O)(=O)c3ccc(Br)cc3)CC2)c1	nt	-4%	-23%	-39%	nt
16	CCCC(C(=O)Nc1ccc(C)c(S(=O)(=O)N2CCOCC2)c1)c1ccccc1 (configuration not stated)	8%	-17%	-14%	0%	-15
17	COC(=O)c1cc2c(cc1NC(=O)c1cnn(-c3ccccc3)c1-n1cccc1)OCO2	nt	1%	13%	-27%	nt
18	Cc1cc2c(=O)n(NC(N)=O)c(C)nc2s1	15%	0%	18%	2%	15
19	Cc1nn(CC(=O)NC2C(=O)N3C(C(=O)O)=C(CSc4nnnn4C)CSC23)cc1Br (configuration not stated)	4%	2%	5%	8%	26
20	COc1cc(/C=C/C(=O)O)cc(S(=O)(=O)NCc2ccc3c(c2)OCO3)c1OC	0%	-22%[11.3 µM]	16%	4%	24
21	Cn1ncc(Cl)c(Oc2ccc(Cl)cc2)c1=O	6%	4%	0%	1%	-90*
22	CCOc1ccc(Cl)cc1S(=O)(=O)n1cnc2cc(C)c(C)cc21	2%	-18%	?	-30%	-9
23	O=C(NCCSc1ccccc1)c1ccc(CN2CCOCC2)cc1	-1%	nt	-17%	-29%	46
24	O=C(c1ccccc1)N1CCN(C(=O)N2CCCCC2)CC1	28%	-5%	14%	-3%	-12

#	MCF10A rerep	S2 tox	HT1080 IDH1KD tx	SW480 rereplic
13	-2%	i	0%	1%
14	2%	i	-5%	1%
15	nt	?	nt	nt
16	14%	i	-6%	0%
17	nt	i	nt	nt
18	-1%	i	16%	1%
19	-6%	i	15%	1%
20	-1%	i	-15%	-1%
21	3%	i	6%	65%
22	3%	i	0%	8%
23	1%	i	-2%	-13%
24	-7%	i	14%	-1%

Later entries:
#	Molecule	HT1080-NT tox	ATXN2 expr inh	KB-3-1 tox	HepG2 tox	IL1B secr inh
25	Brc1ccc(N=NNc2ccccc2)cc1	-24%	-5%[2.22 µM]	3%	-19%	11
26	Cc1cccc(N2CCN(CC(O)COc3ccccc3)CC2)c1 (configuration not stated)	9%	-2%	-2%	-20%	-15
27	Cn1c(=O)cc(NCCc2ccccc2)[nH]c1=O	-23%	-4%	?	0%	28
28	COC(CNC(=O)c1ccc(N2CCc3ccccc32)c([N+](=O)[O-])c1)OC	6%	-5%	?	-39%	-15
29	Cc1c(NC(=O)C(C)OC(=O)c2cccs2)c(=O)n(-c2ccccc2)n1C (configuration not stated)	7%	-10%	3%	4%	-3
30	FC(F)(F)c1cccc(CNc2ncccc2-c2nc3cc(Cl)ccc3o2)c1	10%	10%	-15%	-1%	7
31	N#CC(C#N)=C/C(C#N)=C(/N)N1CCN(c2ccc(Cl)cc2)CC1	3%	-18%	0%	-25%	-6
32	COCCN(C(=O)Nc1ccccc1)C(C)c1cccnc1 (configuration not stated)	4%	15%	6%	6%	12
33	O=C(c1ccco1)N1CCN(C(=S)Nc2ccccc2Cl)CC1	14%	-3%	nt	-54%	-7
34	Cc1ccc(S(=O)(=O)Nc2ccc(Cl)cn2)cc1	3%	-1%	-3%	-29%	-5
35	Cc1c(OC(C)C(=O)N2C[C@H]3C[C@@H](C2)c2cccc(=O)n2C3)ccc2c3c(c(=O)oc12)CCCC3 (some centres not stated)	0%	-6%	-15%	-19%	-1
36	Cc1ccc2cccc(NC(=S)NC(=O)c3ccnn3C)c2n1	-19%	20%	-16%	-9%	71

#	MCF10A rerep	S2 tox	HT1080 IDH1KD tx	SW480 rereplic
25	11%	i	-13%	-13%[1.84 µM]
26	1%	i	3%	0%
27	?	i	-27%	?
28	?	i	3%	-3%
29	4%	i	14%	-1%
30	?	i	16%	?
31	?	i	17%	25%
32	1%	i	0%	-2%
33	0%	i	15%	3%
34	-1%	i	4%	4%
35	-1%	i	3%	1%
36	18%	?	-7%	5%

Remaining list, next part
#	Molecule	HT1080-NT tox	ATXN2 expr inh	KB-3-1 tox	HepG2 tox	IL1B secr inh
37	Cc1cccc(OCCCCc2c(C)n[nH]c2C)c1C	?	-10%	?	-37%	-10
38	Cc1nn(-c2ccc([N+](=O)[O-])cc2)c2c1C(c1cccc(Br)c1)N1C(=N2)C(=O)Nc2ccccc21 (configuration not stated)	2%	-14%	-26%	-1%	3
39	COc1ccc(C2Nc3cccc(O)c3C(=O)N2Cc2ccccc2)cc1COc1ccc(NC(C)=O)cc1 (configuration not stated)	nt	-11%	-2%	-19%	nt
40	CC1CCN(C(=O)Cn2c(=O)n(CCc3ccccc3)c(=O)c3ccccc32)CC1	-10%	-16%	7%	-1%	5
41	CCCc1ccc(C(C)NC(=S)NCc2ccc(F)cc2)cc1 (configuration not stated)	?	-39%	?	-11%	28
42	O=S(=O)(Cc1ccccc1)NCC1CCCN(Cc2ccc3nonc3c2)C1 (configuration not stated)	-3%	1%[11.3 µM]	2%	2%	23
43	CCC1Oc2ccc(C)cc2N(CC(=O)N(Cc2ccc3c(c2)OCO3)CC2CCCO2)C1=O (configuration not stated)	-1%	3%	5%	22%	?
44	COc1ccc(S(=O)(=O)NCC2CC3C=CC2C3)cc1OC (configuration not stated)	-11%	-8%	-10%	8%	-12

#	MCF10A rerep	S2 tox	HT1080 IDH1KD tx	SW480 rereplic
37	?	i	?	-4%
38	?	?	1%	3%
39	nt	i	nt	nt
40	?	?	-11%	5%
41	10%	i	?	?
42	-2%	i	-2%	25%
43	7%	i	-9%	-2%
44	-2%	i	1%	0%
